Source: PubChem BioAssay (National Center for Advancing Translational Sciences (NCATS))
AmpC inh det: inhibitors of E. coli AmpC beta-lactamase with detergent. P00811. purified AmpC, nitrocefin hydrolysis with detergent. Potency, µM (series often up to 28.7 µM), inactives show at the top dose activity change, negative = inhibition. actives 0.09% (n = 71,000). AID 584; active = well fitted curve in the direction sought with a large enough effect
Target sequence (P00811 whole entry, looked up): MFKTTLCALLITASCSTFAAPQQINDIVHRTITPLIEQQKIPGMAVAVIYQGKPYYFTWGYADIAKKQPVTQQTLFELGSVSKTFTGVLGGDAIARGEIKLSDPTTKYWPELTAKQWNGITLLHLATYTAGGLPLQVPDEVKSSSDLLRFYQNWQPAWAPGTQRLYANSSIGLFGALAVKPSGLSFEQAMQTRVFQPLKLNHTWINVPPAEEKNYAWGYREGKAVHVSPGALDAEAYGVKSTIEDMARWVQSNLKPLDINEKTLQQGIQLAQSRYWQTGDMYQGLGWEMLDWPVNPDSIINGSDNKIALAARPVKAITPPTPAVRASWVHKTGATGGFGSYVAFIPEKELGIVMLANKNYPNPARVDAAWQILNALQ
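E. coli AmpC (5.3 nM) in 20 mM phosphate pH 7.0 with 0.01% Triton X-100, preincubated 15 min RT with compound; nitrocefin (2 uL of 800 uM stock) hydrolysis followed by 480 nm absorbance every 20 s over 4 min.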
* = called active by the depositor; & = joins results of further samples; [ ] = dose if it differs, or a comment. % is scaled to controls: 0 for no effect and ±100 for the full control effect; potency is read from the fitted curve at half-maximal effect.

Molecule,AmpC inh det
Cc1nnc(SC(C)C(=O)Nc2ccc(S(=O)(=O)N3CCCCCC3)cc2)s1 (configuration not stated),26%
O=C(CSc1nc(-c2ccccc2)cs1)Nc1nccs1,-3%
CCN(Cc1ccncc1)C(=O)c1cccc(S(=O)(=O)N2CCOCC2)c1,-5%
COc1ccc(N2CCC(CNS(=O)(=O)c3cccc(C(F)(F)F)c3)C2)cc1 (configuration not stated),-3%
C=CCN1C(=O)CN=C1Nc1cccc(C)c1,2%
CC1=C2C(CCS2(=O)=O)CC2(C1)C(=O)OC(C)(C)OC2=O (configuration not stated),-4%
Cc1cc(Nc2ccc(Cl)cc2)n2nnnc2n1,14%
COc1nc(Nc2ccc(OC)c(Cl)c2)nc(OC)n1,-3%
O=C(OCC(=O)N1CCN(C(=O)c2ccco2)CC1)c1ccccc1OCc1ccc(Cl)cc1,-2%
O=C(c1ccc(S(=O)(=O)N2CCCCC2)cc1)N1CCN=C1SCc1cccnc1,6%
Cc1ccc(-n2c3c(cc(C(=O)NC4CCSC4=O)c2=O)C(=O)CCC3)cc1 (configuration not stated),-4%
CCOC(=O)CNC(=O)c1c(C)nn(-c2ccccc2)c1Cl,25%

Another view of 4 compounds above:
CC1=C2C(CCS2(=O)=O)CC2(C1)C(=O)OC(C)(C)OC2=O (configuration not stated)
- AmpC inh det: -4%

CCOC(=O)CNC(=O)c1c(C)nn(-c2ccccc2)c1Cl
- AmpC inh det: 25%

CCN(Cc1ccncc1)C(=O)c1cccc(S(=O)(=O)N2CCOCC2)c1
- AmpC inh det: -5%

Cc1cc(Nc2ccc(Cl)cc2)n2nnnc2n1
- AmpC inh det: 14%

Additional entries follow.
Molecule,AmpC inh det
Cc1cccc(N2CCN(C(=O)C3CCN(S(=O)(=O)c4cnc[nH]4)CC3)CC2)c1C,-2%
CCS(=O)(=O)N1CCN(Cc2ccccc2OC)CC1,9%
CC1CN(Cc2ccc(C#N)cc2Cl)CC(C)O1 (configuration not stated),0%
O=C(CCSCCC(=O)NCc1cccs1)NCc1cccs1,-2%
CCn1c(SC(=O)NC2CCCCC2)nnc1-c1cccs1,-2%
CC(=O)CCc1c(C)c2cc(C)ccc2[nH]c1=O,12%
CCc1nn2cc(-c3ccccc3)nc2s1,-2%
Cc1cccc(NC(=O)CCN2CC(C)OC(C)C2)c1 (configuration not stated),1%
CCOC(=O)c1cccc(NC(=O)CCc2nc(-c3ccc(C)cc3)no2)c1,-2%
O=C(O)C1=C/C(=C(/c2ccccc2)c2cc(C(=O)O)c(O)c3ccccc23)c2ccccc2C1=O,-3%&-2%[5.75 µM]
C[C@@H](C(=O)Nc1ccc2ccccc2c1)[C@H]1C[C@]1(C)[C@H](NC(=O)Oc1ccc(F)cc1)c1ccccc1,1%
COc1ccc(NC(=O)CCS(=O)(=O)c2ccc(OC)cc2)cc1,14%
Cc1cc(C)n(-c2ccc(N3CCOCC3)nn2)n1,6%
CCn1c(=O)cc(OCC(=O)NC2CCCCC2)c2ccccc21,-3%
Cc1nnc(NC(=O)CSc2nnc(-c3ccoc3C)n2CC(C)C)s1,-2%
COc1ccc(S(=O)(=O)N2CCN(C(=O)c3cccc(Cl)c3)CC2)cc1,-2%
C=C[C@H](N)CCC(=O)O,-4%
CCCCSc1nnc(C)c(=O)[nH]1,-3%
O=C(Oc1ccc(Cl)cc1N1C(=O)CCC1=O)c1ccco1,-3%
N=C(N)SCCCN,-2%[5.75 µM]
CCOc1c(OC)cccc1C1CC(=O)Nc2cc(OC)c(OC)cc21 (configuration not stated),3%
N#Cc1cccc(-c2nc(NCc3cccnc3)c3ccccc3n2)c1,10µM*
COc1cc2ccccc2cc1C(=O)Nc1ccc(S(=O)(=O)Nc2cc(C)on2)cc1,-1%
O=C(Nc1cccc(C(=O)N2CCCCCC2)c1)c1ccco1,-6%
Cc1nn(Cc2ccccc2Cl)c(C)c1C(=O)N1CCN(c2ccccc2)CC1,2%
CN=c1sc(C(=O)Nc2cccc(Cl)c2)cc(=O)n1C,-1%
c1ccc2ncc(-n3cnnn3)cc2c1,-4%
Cc1cc(C)nc(SCC(=O)NCc2ccco2)n1,-2%
COc1ccc2c(c1)c(CC(=O)N1CCOCC1)c(C)n2C(=O)c1ccc(Cl)cc1,-1%&-1%
C=C1CC[C@@H]2O[C@]2(C)CC[C@@H]2[C@H]1CC2(C)C,-2%
COc1nc(-c2ccccc2)ccc1-c1noc(-c2ccccc2F)n1,2%
COc1ccc([C@@H]2CC(=O)c3c(O)cc(O[C@@H]4O[C@@H](CO[C@@H]5O[C@@H](C)[C@@H](O)[C@@H](O)[C@H]5O)[C@@H](O)[C@@H](O)[C@H]4O)cc3O2)cc1O,1%
CCSc1nnc(-c2ccc(S(=O)(=O)N3CCOCC3)cc2)n1CC1CCCO1 (configuration not stated),0%
COC(=O)C1C(=O)c2c([nH]c(C(=O)OCCSC)c2C)CC1C (configuration not stated),5%
CCOC(=O)Nc1ccc(NC(=O)c2c(OC)cccc2OC)cc1,-4%
C=CCc1cccc(/C=N/c2ncccc2O)c1O,2%
O=C(c1ccco1)N1CCN(S(=O)(=O)c2ccc(F)cc2)CC1,-8%
C=CCOc1cccc(C2/C(=C(/O)c3ccccc3)C(=O)C(=O)N2CCN2CCOCC2)c1 (configuration not stated),-2%
CCOc1ccc(-n2c(SCC(=O)NCc3ccco3)nc3c(c2=O)SCC3)cc1,0%
C1=Nc2c(NCc3ccccc3)ncnc2Oc2ccccc21,-4%
Cc1sc2ncnc(SCc3ccco3)c2c1C,-5%
COC(=O)C1CCN(c2nc3ccccc3nc2C(C#N)C(=O)OCC(C)C)CC1 (configuration not stated),-4%
CCn1c(SCC(=O)Nc2cc(OC)c(OC)c(OC)c2)nnc1-c1cccs1,-1%
COCCNC(=O)CN(Cc1ccc2c(c1)OCO2)C(=O)CCC(=O)Nc1nccs1,0%
O=C(NCc1cccs1)c1ccc2c(c1)OCCO2,-3%
CCC(C(=O)OC)n1cnc2c(nnn2-c2ccc(OC)cc2)c1=O (configuration not stated),-3%
CCOC(=O)c1cc(-c2ccc(F)cc2)n(CC(=O)N2CCCC2)c1C,-3%
c1ccc2oc(NC3=NCN(CC4CCCO4)CN3)nc2c1 (configuration not stated),11%

The last two compounds of the part above open the next one.
Molecule,AmpC inh det
CCOC(=O)c1cc(-c2ccc(F)cc2)n(CC(=O)N2CCCC2)c1C,-3%
c1ccc2oc(NC3=NCN(CC4CCCO4)CN3)nc2c1 (configuration not stated),11%
CNc1oc(Cc2ccccc2)nc1S(=O)(=O)c1ccccc1,-7%
COC(=O)C1=C(N)Oc2cc(C)oc(=O)c2C1c1cccnc1 (configuration not stated),1%
CC(C)CNC(=O)O,-4%[5.75 µM]
COCC(=O)Nc1ccccc1C(=O)NC(C)C,-1%
O=C1CC(N2CCN(c3cccc(C(F)(F)F)c3)CC2)C(=O)N1c1ccccc1F (configuration not stated),7%
C=C(C)c1cccc(C(C)(C)NC(=O)Nc2ccc3[nH]c(=O)[nH]c3c2)c1,-10%
CCCCCCc1nc2ccccc2c(=O)n1N,-5%
CCCS(=O)(=O)N1CCN(S(=O)(=O)c2ccc(F)cc2)CC1,-2%
Cc1ccc(-n2c(=O)[nH]cc(C(=O)N3CCc4ccccc43)c2=O)cc1,1%
Cc1nc(=O)c(-c2ccccc2)c(C)n1-c1ccccc1O,3%
Nc1nc2n(n1)C(c1ccco1)CC(c1ccc(Cl)cc1Cl)N2 (configuration not stated),2%
CC1=Nn2c(nnc2-c2ccccc2F)SC1,-1%

3 structures out of the list, sorted by length of the SMILES, rising.
Molecule,AmpC inh det
COC(=O)C1=C(N)Oc2cc(C)oc(=O)c2C1c1cccnc1 (configuration not stated),1%
Cc1nn(Cc2ccccc2Cl)c(C)c1C(=O)N1CCN(c2ccccc2)CC1,2%
CCSc1nnc(-c2ccc(S(=O)(=O)N3CCOCC3)cc2)n1CC1CCCO1 (configuration not stated),0%

Carrying on.
Molecule,AmpC inh det
CC(C)OP(C)(=O)CN1CCN(CP(C)(=O)OC(C)C)CC1 (configuration not stated),7%
CC(C)c1ccc2c(c1)CC[C@H]1[C@@](C)(CN)CCC[C@@]21C,1%[5.75 µM]
O=C(OCc1ccc(F)cc1Cl)c1ccccn1,-2%
Cc1ccc(-n2c(=O)cc(N3CCCCCC3)[nH]c2=O)cc1,10%
Cc1ccc(F)cc1NC(=O)c1c(-c2ccccc2)noc1C,14%
O=C(Nc1cccnc1)c1noc2c1CCCCC2,-1%
O=C(Oc1ccccc1)N1CCC[C@@]2(CCN(Cc3ccccc3)C2)C1,-1%
CCOc1cc(N2CCOCC2)c(OCC)cc1NC(=O)COC(=O)c1cc(C)oc1C,-1%
COc1ccccc1NC(=O)CSc1nnc(Cn2nnc(-c3ccccc3)n2)n1-c1ccccc1,14%
CCCN(CCC)C(C(=O)Nc1cccc(OC)c1)c1ccccc1 (configuration not stated),-2%
CCCCCCCCCCCCCCCC(=O)O[C@H](CC(=O)O)C[N+](C)(C)C,-4%&-6%
CC(C(=O)NC1=NCCS1)N1C(=O)c2ccccc2C1=O (configuration not stated),-2%
CCN(CC)c1ccc2cc(C(=O)O)c(=O)oc2c1,11%
CCCC1C(c2ccccc2)C(C#N)(C#N)C2(C#N)CC1(N)NC2=O (configuration not stated),-2%
COc1cc2c(cc1NC(C)=O)CCCC2,-1%
COc1cc(C(=O)Nc2nc(N)n(-c3ccccc3)n2)cc(OC)c1OC,-2%
CCOCCCNC(=O)c1ccc(OC(C)=O)cc1,-1%
Clc1ccc(NCc2nncn2-c2ccccc2)cc1,17%
CCOc1ccc(-c2nnn(CC(=O)c3ccc4c(c3)OCCO4)n2)cc1,0%
CC1CCN(c2nc3ccccc3nc2C(C#N)C(=O)OC2CCCCC2)CC1 (configuration not stated),1%
O=C(Nc1nc2ccccc2n1CCOc1ccc(Cl)cc1)c1ccco1,9%
O=C(CSc1nnc2scc(-c3ccccc3)n12)NCc1ccc2c(c1)OCO2,12%
Nc1nnc(SCC(=O)c2ccccc2)s1,6%
CC1=CC2=C(OC1N(C)C)c1cccc3cccc(c13)C2=O (configuration not stated),-2%
Fc1ccccc1Cn1nnc2c(-n3ccnc3)ncnc21,11%
Cc1cc(Cl)ccc1OCC(=O)NCCC(=O)O,8%
O=C(CN1CCOCC1)Nc1ccc(-c2nc3ccccc3[nH]2)cc1,-10%
C[C@H]1C[C@@H]2[C@H]3CCC4=CC(=O)C=C[C@@]4(C)[C@]3(Cl)[C@@H](Cl)C[C@]2(C)[C@]1(O)C(=O)COP(=O)(O)O,-10%[5.75 µM]
COC(=O)c1ccc(NC(=O)CN(c2ccc(OC)cc2)S(C)(=O)=O)cc1,-2%
O=C(NCc1ccccn1)C(C(=O)c1ccc(F)cc1)n1ccccc1=O (configuration not stated),9%
CCOC(=O)Cc1csc(NC(=O)CCc2ccc(S(=O)(=O)N3CCOCC3)cc2)n1,-1%
Cc1ccc(-n2c(C)nc3c(cnn3-c3ccc(F)cc3)c2=O)cc1,6%
CCOC(=O)N1CCC(N(CCOC)C(=O)Nc2ccc(CC)cc2)CC1,3%
Cn1c(=O)c2[nH]c(CCS)nc2n(C)c1=O,-4%[5.75 µM]
CCOC(=O)c1[nH]c(C)c(C(=O)Nc2ccc3c(c2)OCCO3)c1C,-1%
COCCCn1cnc2c(c1=O)c1nc3ccccc3nc1n2-c1ccccc1,-1%
COC(=O)c1ccccc1NC(=O)c1noc2c1CCCC2,-2%
CCCCOc1ccc(/C(O)=C2/C(=O)C(=O)N(CCCOC)C2c2ccncc2)cc1C (configuration not stated),-4%
CCOC(=O)CSc1nc(C)c2cc(OC)ccc2n1,-7%
Cc1ccnc(SCC(=O)Nc2sc3c(c2C#N)CCCC3)n1,-4%
CCCCn1c(SCC(N)=O)nnc1-c1ccco1,0%
COc1ccc(-c2nc(C#N)c(N3CCN(c4cccc(Cl)c4)CC3)o2)cc1OC,0%
CC1(C)N=C(c2ccc(Cl)cc2Cl)C(=O)N1,-4%
Cc1nc2c(oc3ccccc32)c(=O)o1,-2%
CC(=O)NC(c1ccco1)c1ccc2cccnc2c1O (configuration not stated),2%
CSc1ccccc1NC(=O)C1CC(c2ccccc2O)=NO1 (configuration not stated),-1%
COc1cccc(/C(O)=C2/C(=O)C(=O)N(Cc3ccco3)C2c2ccncc2)c1 (configuration not stated),-2%
O=C(Nc1nc2ccccc2[nH]1)c1ccc(F)cc1,-6%

A few values from the list.
Value for `CC1(C)N=C(c2ccc(Cl)cc2Cl)C(=O)N1` under AmpC inh det: -4%
Value for `C[C@H]1C[C@@H]2[C@H]3CCC4=CC(=O)C=C[C@@]4(C)[C@]3(Cl)[C@@H](Cl)C[C@]2(C)[C@]1(O)C(=O)COP(=O)(O)O` under AmpC inh det: -10%[5.75 µM]
Value for `CCn1c(SCC(=O)Nc2cc(OC)c(OC)c(OC)c2)nnc1-c1cccs1` under AmpC inh det: -1%
Value for `CCCN(CCC)C(C(=O)Nc1cccc(OC)c1)c1ccccc1` (configuration not stated) under AmpC inh det: -2%

(listing goes on)
Molecule,AmpC inh det
CCCS(=O)(=O)N1CCn2c(nc3ccccc32)C1,7%
COC(=O)C1=C(C)NC2=C(C(=O)CCC2)C1c1ccccn1 (configuration not stated),2%
CCn1c(SCC(=O)Nc2cc(NC(C)=O)ccc2OC)nnc1-c1cccnc1,0%
NC(CSS(=O)(=O)O)=N[C@@H]1C[C@H]2CC[C@@H]1C2,0%[5.75 µM]
CCN(CC)S(=O)(=O)c1ccc(N=Cc2c(O)n(-c3ccccc3)c(=O)[nH]c2=O)cc1,5%
Cc1ccc(C(=O)Cn2c(C)cc(C)c(C#N)c2=O)cc1,-2%
Cc1c(C(=O)OC2CCCC2)[nH]c2c1C(=O)CC(c1ccco1)C2 (configuration not stated),2%

Only part of the results is shown; the hit share may differ from the screen's.
